DAT uptake mod – human DAT dopamine uptake with cocaine, either direction; Q01959; LLC-PK1 hDAT cells, [14C]-dopamine uptake with cocaine IC80; actives deviate in either direction; B-score at 10 µM; 110,000 compounds, 1.3% hits;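 active = Z score or B-score, a plate-position-corrected score, falls beyond the plate's 99.7% confidence bounds, in either direction; inactive = both scores lie inside the 99.7% bounds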;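 note: scored against the spread of the other compound wells on the same plate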
Target sequence (Q01959 whole entry, looked up): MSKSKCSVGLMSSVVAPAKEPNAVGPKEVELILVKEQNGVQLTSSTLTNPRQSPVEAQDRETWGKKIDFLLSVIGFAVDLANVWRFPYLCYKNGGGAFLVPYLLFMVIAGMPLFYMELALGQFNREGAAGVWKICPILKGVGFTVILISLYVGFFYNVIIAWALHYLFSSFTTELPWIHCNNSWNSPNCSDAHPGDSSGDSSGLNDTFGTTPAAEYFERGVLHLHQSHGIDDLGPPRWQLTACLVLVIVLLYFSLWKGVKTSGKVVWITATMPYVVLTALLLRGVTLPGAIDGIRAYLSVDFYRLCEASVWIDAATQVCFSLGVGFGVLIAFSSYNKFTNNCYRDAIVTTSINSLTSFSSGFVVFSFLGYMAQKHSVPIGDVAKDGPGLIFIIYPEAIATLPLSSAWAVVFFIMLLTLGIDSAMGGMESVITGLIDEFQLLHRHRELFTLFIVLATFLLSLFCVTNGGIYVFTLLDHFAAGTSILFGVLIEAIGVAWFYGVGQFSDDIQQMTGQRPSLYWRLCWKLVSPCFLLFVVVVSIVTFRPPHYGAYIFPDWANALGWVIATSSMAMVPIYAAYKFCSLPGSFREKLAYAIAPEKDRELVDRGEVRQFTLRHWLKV
Smad3 inh – Smad3 (human) transcription factor binding inhibition; P84022; TR-FRET Smad3/Dy647-FoxH1 peptide binding, europium anti-His; inhibition, % at 25 µM; 88,000 compounds, 0.29% hits; AID 630;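 active = compounds that reduce the energy-transfer binding signal between the protein and its labelled peptide by more than half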;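 note: 0% = Smad3 plus labelled peptide maximal FRET and 100% = peptide-only background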
Target sequence (P84022 whole entry, looked up): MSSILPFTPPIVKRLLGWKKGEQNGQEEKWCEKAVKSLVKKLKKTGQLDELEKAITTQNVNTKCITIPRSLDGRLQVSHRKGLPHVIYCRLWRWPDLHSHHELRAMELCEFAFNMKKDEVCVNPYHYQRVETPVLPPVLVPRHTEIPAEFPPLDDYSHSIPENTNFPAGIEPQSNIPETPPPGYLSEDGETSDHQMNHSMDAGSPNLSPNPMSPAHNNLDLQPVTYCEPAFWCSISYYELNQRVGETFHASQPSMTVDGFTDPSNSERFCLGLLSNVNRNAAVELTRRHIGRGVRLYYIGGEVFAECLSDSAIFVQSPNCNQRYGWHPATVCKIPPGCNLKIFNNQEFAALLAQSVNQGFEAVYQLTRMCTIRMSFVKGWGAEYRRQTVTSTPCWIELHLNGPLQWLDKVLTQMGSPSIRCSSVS
MT1-MMP txn act – MT1-MMP promoter transcription activation; HT1080 MT1-MMP promoter luciferase reporter, luminescence, overnight; stronger effect = higher value; activation factor at 10 µM; 86,000 compounds, 0.16% hits;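 active = activation factor of at least 2 for MT1-MMP transcription at 10 µM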
VCAM1 TNFa inh – reduces TNF alpha induced VCAM1 expression in HUVEC | HUVEC TNFa-induced VCAM-1 immunofluorescence, high-content imaging | AID 802 | inhibition, % at 2 µM | 95,000 compounds, 0.48% hits;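 active = inhibition above the batch mean plus 3 SD, with images confirmed as a hit by eye, cut at about 37% in these data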;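 note: 0% = TNF-stimulated DMSO wells and 100% = unstimulated control wells; not every result past the cut was called active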
HUVEC tox IL1B – HUVEC cytotoxicity counter-screen, IL-1B stimulated. cell count reduction, % at 2 µM. 94,000 compounds, 0.41% hits. HUVEC cell count loss, Hoechst imaging. AID 845;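 active = cell count reduction more than 3 SD above the screen-wide mean, cut at about 70% in these data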;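 note: normalized per plate to untreated control cells as the no-loss baseline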
Candida biofilm – kills Candida albicans biofilms; C. albicans biofilm + clotrimazole, Alamar Blue; inhibition, % at 6 µM; 85,000 compounds, 0.14% hits;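 active = inhibition above 20%; inactive = inhibition below 20%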;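 note: preformed 24 hr biofilms exposed to compound for 48 hr; 0% = biofilm without compound and 100% = blank killed by clotrimazole plus chlorhexidine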
LYP inh 2 – blocks human PTPN22 phosphatase activity; Q9Y2R2; recombinant LYP catalytic domain, DiFMUP fluorescence; inhibition, % at 2 µM; 96,000 compounds, 0.21% hits; AID 640;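 active = inhibition at 2 µM at or above a set limit, the screen mean plus 3 SD, cut at about 24% in these data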;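 note: 0% = DMSO with enzyme and 100% = enzyme fully blocked by orthovanadate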
TNFa cytotox – HUVEC cytotoxicity counter-screen, TNF alpha stimulated; AID 848; 93,000 compounds, 0.17% hits; HUVEC TNFalpha-stimulated, Hoechst cell count, imaging; cell count reduction, % at 2 µM;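 active = cell count reduction exceeding the screen mean by over 5 SD, scaled to untreated wells per plate, cut at about 78% in these data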;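 note: cells counted after 24 h of TNF alpha exposure following the 1 h pretreatment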
cytoskel mod – alters cytoskeleton assembly in HUVEC cells; HUVEC TNFa F-actin phalloidin imaging, high content; inhibition, % at 2 µM; 91,000 compounds, 0.18% hits;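 active = inhibition above the batch mean plus 3 SD and confirmed as a hit by visual image inspection, cut at about 30% in these data, passing the limit was not always enough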; note: strong numbers were not always called active
Active calls of the source: *; . = not tested or not shown; [ ] = another dose, or the depositor's remark. A portion of the library; the hit share may differ from the screen's.

SMILES	DAT uptake mod	Smad3 inh	MT1-MMP txn act	VCAM1 TNFa inh	HUVEC tox IL1B	Candida biofilm	LYP inh 2	TNFa cytotox	cytoskel mod
CCOC(=O)C1=C(CSc2nc(-c3ccncc3)ccc2C#N)OC(N)=C(C#N)C1c1ccc(OC)cc1 (stereo unspecified)	0.269	-0.6	1.1	14.1	-6.3	5.1	11.5	-21.3	9.8
O=C1CC(C(=O)NCc2ccccc2)C2(CCCC2)O1 (stereo unspecified)	0.477	-7.7	1	-2.1	-19.4	2.6	9.3	-25.0	2.5
COC(=O)c1ccc(CSc2nnc(SCc3ccc(C(=O)OC)o3)s2)o1	-0.897	0.9	1.1	13.4	11.2	2.5	7.9	-29.7	4.2
CCOC(=O)C1=C(C)NC(SCC(=O)O)=C(C#N)C1c1ccco1 (stereo unspecified)	-0.847	-8.3	1.1	7.5	4.8	2.1	-0.6	-22.1	-15.0
C=CCN(c1ccc(C(=O)N2CCN(c3ccc(F)cc3)CC2)cc1)S(C)(=O)=O	0.0806	2.0	1.2	21.3	-30.9	2.6	-1.0	9.5	-27.0
Cc1ccc(S(=O)(=O)N2C3C=CC(C3)C2C(=O)O)cc1 (stereo unspecified)	0.371	-3.9	1	12.4	-50.6	5.1	-7.8	-30.9	11.4
COCCCNC(CC(=O)Nc1ccc(OC)cc1OC)C(=O)O (stereo unspecified)	-0.279	-11.5	1.1	34.1	-5.6	7.9	1.6	5.2	4.7
COc1ccc(NC(=O)C2=C(C)NC(=O)NC2c2cccc(OC)c2OC)c(OC)c1 (stereo unspecified)	-0.943	-0.3	.	-44.6	-4.7	2.2	-4.5	-13.1	2.2
COCCCNC(=O)Cn1nnc(-c2ccccc2NC(=O)c2ccccc2F)n1	0.926	-1.9	1.1	9.3	18.2	8.6	-6.0	-36.7	25.7
CCc1ccc2c(c1)C1(SC(NC(C)=O)=NN1C(C)=O)C(=O)N2C(C)C (stereo unspecified)	-0.0178	.	.	9.2	9.8	.	-1.9	6.5	-8.2
CC(c1nnc(SCC(=O)Nc2sccc2C#N)n1-c1ccc(Cl)cc1)N(C)C (stereo unspecified)	-0.646	2.6	.	-11.0	4.7	0.3	2.4	-34.0	8.9
COc1ccccc1N1CCN(c2nc3c(C)cccn3c(=O)c2C=O)CC1	1.02	.	.	-1.8	-2.5	.	6.6	-10.3	-16.6
CCCOc1ccc(C2C(=O)N(C3CCCCC3)CC(=O)N2C2CC2)cc1OC (stereo unspecified)	0.68	-18.0	0.9	-13.9	2.1	1.7	-1.8	-17.7	13.7
O=c1c(-c2ccco2)[n+]([O-])c2ccccc2n1OCc1ccccc1	0.906	-4.8	1.1	20.2	-12.6	4.6	9.2	4.8	1.5
O=C(O)c1cccc(N2C(=O)CSC2c2c(F)cccc2Cl)c1 (stereo unspecified)	1.38	.	1	-16.5	-14.9	.	-6.7	8.3	-2.3
c1ccc(-c2c[nH]c3[n+]2CCCCC3)cc1	0.0986	5.7	1.1	-12.5	3.1	1.9	-2.5	-16.2	-10.4
Cc1nc2c(cnn2-c2ccccc2Cl)c(=O)n1-c1ccc(C(C)C)cc1	0.983	-4.2	1.1	6.7	-7.4	1.2	6.9	-16.3	-10.6
Cc1ccc(C)c(NS(=O)(=O)c2cc(C(=O)Nc3ccccc3-c3ccccc3)ccc2Cl)c1	0.47	.	.	-13.9	-5.5	.	6.4	15.7	-9.7
Cc1ccc(-c2nn3c(C)nnc3s2)cc1NCc1c(F)cccc1Cl	0.6	3.0	1	-14.1	-14.6	3.7	-1.0	.	-21.2
CCN(CC)S(=O)(=O)c1ccc2c(c1)c(=O)c(C(=O)NCCCN(C)c1ccccc1)cn2C	-0.951	6.6	1.3	.	.	-1.4	.	.	.
CNC(=O)CSc1nnc(-c2cccc(S(=O)(=O)N3CCOCC3)c2)n1-c1ccc(F)cc1	0.201	-6.2	1	7.7	-3.8	1.4	-6.9	-16.7	4.6
COc1ccc(/C=C2/C(=O)ON=C2c2ccccc2)cc1OC	-1.37	.	.	-16.0	-1.7	.	3.0	23.5	7.9
CCC1SC2=NC(C)=C(C(=O)OC)C(c3ccc(C(=O)OC)cc3)N2C1=O (stereo unspecified)	1.53	-1.5	1	13.4	14.6	5.3	-4.9	-9.2	6.4
O=C1C2C3C=CC(C3=C(c3ccccc3)c3ccccc3)C2C(=O)N1CCO (stereo unspecified)	0.192	-1.4	1.6	6.3	-175.2	3.2	8.5	-25.1	7.1
O=C(CSc1nc2c(c(=O)n1-c1ccccc1)SCC2)N1CCOCC1	-1.31	4.3	1.1	.	.	-1.4	.	.	.

(listing goes on)
SMILES	DAT uptake mod	Smad3 inh	MT1-MMP txn act	VCAM1 TNFa inh	HUVEC tox IL1B	Candida biofilm	LYP inh 2	TNFa cytotox	cytoskel mod
Cc1cc(NC(=O)CSc2nnc(C(C)N(C)C)n2Cc2ccccc2)no1 (stereo unspecified)	-1.18	2.5[fluorescence artefact?]	1.2	.	.	5.3	.	.	.
CCc1cccc(CC)c1NC(=O)C1SC(=Nc2ccccc2C)C(c2nc3ccccc3s2)=C1N (stereo unspecified)	.	.	.	59.1*	-3.9	.	13.8	-2.9	-23.7
O=C(CN1C(=O)C2CC=C(Cl)CC2C1=O)N1CCOCC1 (stereo unspecified)	1.3	12.0	1.3	1.1	-41.9	1.1	-8.4	-16.2	2.5
O=C(Cc1ccccc1)N/N=C/C=C/c1cccc([N+](=O)[O-])c1	0.235	.	.	1.6	-65.4	.	1.9	-10.2	-1.5
C=CCn1c(Cc2cccs2)nnc1SCC(=O)Nc1ccc(OC)c(OC)c1	1.04	-2.3	1.1	6.0	-15.0	4.7	7.4	-51.0	4.0
O=C(CN1CCN(c2ccccc2)CC1)N1N=CCC1c1ccccc1 (stereo unspecified)	-0.291	.	.	3.9	-3.1	.	0.0	-17.2	26.5
COC(=O)CN1C(=O)S/C(=C/c2ccc(N3CCCCC3)o2)C1=O	-0.193	.	.	25.3	7.3	.	7.2	-3.5	-2.6
Cc1nnc2sc(-c3ccc(NC(=O)CSc4ccc(Cl)cc4)cc3)nn12	-0.131	-25.5[fluorescence artefact?]	1.1	7.4	29.2	10.3	17.1	-9.2	-5.3
O=C(Nc1ccc2c(c1)OCO2)C1CCN(S(=O)(=O)c2ccc3c(c2)OCCO3)CC1	1.65	.	.	10.3	0.6	.	-1.3	5.6	-65.7
COc1ccc(OC)c(NC(=O)Nc2ccccc2C)c1	1.82	9.5	1.1	2.9	-38.6	6.5	-5.0	-31.1	-2.9
COC(=O)c1cc(OC)c(OC)cc1NC(=O)CCC1CCCC1	1.26	-7.0	1	20.4	9.2	5.3	-0.1	-5.0	-23.8
CCOC(=O)c1nn(-c2ccc(OCC)cc2)c2nc(CC(C)C)c(C#N)c(=O)n12	-0.945	-5.9[fluorescence artefact?]	1.1	23.0	-28.2	5.6	-1.2	-20.0	-19.1
CCCCCC(=O)N1CCN(c2ccc(C(C)=O)cc2F)CC1	0.475	0.1	1	.	.	0.6	.	.	.
CCCc1noc2c1/C(=N\O)CCC2	-0.589	3.6	1.1	4.7	-9.1	3.0	9.2	-27.6	12.4
Cc1ccccc1-c1noc(C23CC4CC(CC(C4)C2)C3)n1	2.16	-13.5	1.1	17.2	-9.5	3.7	1.9	5.1	-13.5
CC(=O)C1=C(C)NC(SCc2cccc([N+](=O)[O-])c2)=C(C#N)C1c1ccco1 (stereo unspecified)	.	.	.	21.6	-48.4	.	-3.1	1.3	-4.3
Cc1nnsc1SC(C)C(=O)O (stereo unspecified)	0.0827	.	.	-13.9	22.8	.	-1.9	23.7	3.3
CCN(CC)S(=O)(=O)c1ccc(N2CCN(S(=O)(=O)c3ccc4c(c3)OCCO4)CC2)nc1	0.785	-2.6	1.1	6.8	-38.4	2.2	12.3	-7.0	2.1
CCOC(=O)c1ccc(NS(=O)(=O)c2ccc3[nH]c(=O)[nH]c3c2)cc1	1.62	-3.3	1.1	5.4	-13.2	-1.8	-3.8	2.8	-1.0
O=S(=O)(NCCSc1nc2ccccc2o1)c1ccccc1	1.82	13.9[fluorescence artefact?]	1.1	-4.1	8.6	5.8	-6.4	-11.3	15.7
Cc1ccc(S(=O)(=O)N2CCC(C(=O)NCc3cccnc3)CC2)cc1	-2	7.6	1.1	3.9	-38.0	5.5	-5.3	-21.3	11.9
COc1ccccc1C(=O)NCCN1CCN(C(=O)c2ccccc2OC)CC1	-0.969	3.6	1	13.1	-3.4	2.8	16.9	41.0	18.1
CCc1ccc(OCC(=O)NCCN(C)C)c(Br)c1	0.627	16.3[fluorescence artefact?]	1.3	.	.	2.1	8.3	.	.
Cc1ccc(C2=NN(C)c3nc4ccccc4n3C2)cc1	0.639	3.1	1.5	-3.3	-124.2	0.8	5.4	-22.5	-3.3
CCOc1ccc2nc(NC(=O)Cn3cnc4c3c(=O)n(C)c(=O)n4C)sc2c1	1.47	2.7	1.1	.	.	7.7	.	.	.

Some of these compounds in order of number of heavy atoms, low to high.
SMILES	DAT uptake mod	Smad3 inh	MT1-MMP txn act	VCAM1 TNFa inh	HUVEC tox IL1B	Candida biofilm	LYP inh 2	TNFa cytotox	cytoskel mod
Cc1nnsc1SC(C)C(=O)O (stereo unspecified)	0.0827	.	.	-13.9	22.8	.	-1.9	23.7	3.3
CCc1ccc(OCC(=O)NCCN(C)C)c(Br)c1	0.627	16.3[fluorescence artefact?]	1.3	.	.	2.1	8.3	.	.
C=CCn1c(Cc2cccs2)nnc1SCC(=O)Nc1ccc(OC)c(OC)c1	1.04	-2.3	1.1	6.0	-15.0	4.7	7.4	-51.0	4.0

Next section.
SMILES	DAT uptake mod	Smad3 inh	MT1-MMP txn act	VCAM1 TNFa inh	HUVEC tox IL1B	Candida biofilm	LYP inh 2	TNFa cytotox	cytoskel mod
NCCCCCc1nnc(SCC(=O)c2ccc(Cl)cc2)o1	-0.602	2.4	1.1	-2.7	-18.7	8.5	-6.2	-14.8	5.4
CN(CC(=O)NCc1ccccn1)S(=O)(=O)c1ccccc1	-0.0987	-16.9	1.2	-5.9	-10.1	6.5	-17.0	-20.5	0.0
O=C(Nc1nc(-c2nc3ccccc3s2)cs1)C1COc2ccccc2O1 (stereo unspecified)	-0.51	9.7	1.5	.	.	3.2	.	.	.
c1ccc(-c2ccc(OCCOCCn3cncn3)cc2)cc1	-0.863	-11.5	1.2	18.0	-12.3	1.0	-8.4	10.4	16.4
CCC(C)(C)n1nnnc1CN(Cc1cccs1)Cc1cc2cc(OC)ccc2[nH]c1=O	0.664	11.7[fluorescence artefact?]	1	.	.	7.9	.	.	.
CCN1CCN(c2nc(-c3cccnc3)nc3ccccc23)CC1	-0.179	0.3	1.2	8.7	8.3	5.5	8.1	0.4	23.6
NC(=O)c1ncc(C(F)(F)F)cc1Oc1ccc(F)cc1	-0.0809	0.9	1.1	-2.2	.	5.2	11.9	-10.6	4.3
Cn1nc(-c2ccccc2)c(C(=O)Nc2ccc(Cl)cc2)c1Cl	0.75	.	.	-2.0	-37.8	.	-6.2	5.7	-23.4
COc1ccc(OC)c(Nc2cc(C)nc3nc(C)nn23)c1	-0.0392	6.0[fluorescence artefact?]	1.2	.	.	10.9	.	.	.
O=S(=O)(Cc1cccc(F)c1)c1c[nH]c2ccccc12	-0.123	12.8	1.1	3.1	9.7	6.6	-10.7	-12.2	-0.4
CC(=O)Nc1cc(S(=O)(=O)Nc2ccccc2)c(C)cc1C	-0.4	.	.	2.0	-22.6	.	1.3	-1.6	-4.4
CCOC(=O)c1cccc2c1-c1ccccc1/C2=N/O	0.464	-2.1	1.2	-10.9	-128.6	2.5	-4.1	-9.9	-2.3
COCCN(C(=O)Cn1nnc2ccccc21)C(C(=O)NC1CCCC1)c1cc(OC)ccc1OC (stereo unspecified)	0.00713	-1.9	1.2	-3.1	-121.7	-3.9	3.1	-2.3	-11.3

Screens from PubChem BioAssay.
